Source: PubChem (several laboratories)
MazF activator – increases E. coli MazEF RNase cleavage of RNA; P0AE70; FAM/BHQ RNA-DNA oligo cleavage fluorescence, 5 h; activation, % at 20 µM; 0.32% of 350,000 active; in the data active = activation above about 50%
Target sequence (P0AE70 whole entry, looked up): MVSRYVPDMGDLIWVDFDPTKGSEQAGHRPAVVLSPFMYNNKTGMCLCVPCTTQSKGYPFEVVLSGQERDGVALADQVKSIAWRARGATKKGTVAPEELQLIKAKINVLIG
VHR inh abs – blocks human VHR1 dual specificity phosphatase | recombinant VHR phosphatase, pNPP absorbance | inhibition, % at 13.3 µM | 0.52% of 290,000 active | AID 1654; in the data active = inhibition above about 50%; also: some compounds called inactive have numbers as strong as hits
Target sequence (P51452 whole entry, looked up): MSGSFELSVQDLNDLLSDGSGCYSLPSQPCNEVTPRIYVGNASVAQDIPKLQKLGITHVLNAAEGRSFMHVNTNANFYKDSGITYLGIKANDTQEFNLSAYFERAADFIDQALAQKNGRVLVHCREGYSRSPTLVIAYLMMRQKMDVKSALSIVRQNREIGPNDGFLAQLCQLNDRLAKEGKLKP
TcdB GH inh – TcdB glycohydrolase inhibition; P18177; TcdB glycohydrolase enzymatic assay, plate reader; inhibition, % at 9.99 µM; 0.24% of 350,000 active; AID 652162; in the data active = inhibition above about 10%
PfHsp40 yeast – compounds rescuing yeast from Plasmodium falciparum HSP40 toxicity; S. cerevisiae expressing PfHsp40, growth rescue, ATP luminescence; growth rescue, % at 12.5 µM; 0.68% of 340,000 active; AID 504582; in the data active = growth rescue above about 28%, passing the limit was not always enough; inconclusive = no clear call, values can overlap the other calls;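 also: yeast W303a lacking pdr1 and pdr3 grown in galactose medium; growth measured after three days at 30 °C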
Anthrax LF prot – inhibitors of Bacillus anthracis lethal factor protease | P15917 | multiplex microsphere protease cleavage assay, LF | inhibition, % at 10 µM | 0.12% of 360,000 active; in the data active = inhibition above about 30%; inconclusive = no clear call, values can overlap the other calls; also: plate controls were buffer without enzyme for full effect and enzyme alone for no effect
Vc quorum ag – quorum light induction in luxS cqsA deficient V. cholerae. V. cholerae BH1578 lux reporter, luminescence, 6 h. activation, % at 18.7 µM. 0.16% of 350,000 active. AID 588436; in the data active = activation mostly above about 9.7%, no sharp cut-off; inconclusive = no clear call, values can overlap the other calls; inactive = mostly below about 3.7%; also: not every result past the cut was called active; inactives centre near 0; reference of the scale not given here
Rv3671c protease – inhibitors of M. tuberculosis serine protease Rv3671c. P9WHR9. inhibition, % at 5.96 µM. 0.048% of 320,000 active. AID 2606; in the data active = inhibition above about 38%;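 also: extracellular domain of Rv3671c used as enzyme; 0% = enzyme with DMSO and 100% = no enzyme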
Target sequence (P9WHR9 whole entry, looked up, the tested form may be a part): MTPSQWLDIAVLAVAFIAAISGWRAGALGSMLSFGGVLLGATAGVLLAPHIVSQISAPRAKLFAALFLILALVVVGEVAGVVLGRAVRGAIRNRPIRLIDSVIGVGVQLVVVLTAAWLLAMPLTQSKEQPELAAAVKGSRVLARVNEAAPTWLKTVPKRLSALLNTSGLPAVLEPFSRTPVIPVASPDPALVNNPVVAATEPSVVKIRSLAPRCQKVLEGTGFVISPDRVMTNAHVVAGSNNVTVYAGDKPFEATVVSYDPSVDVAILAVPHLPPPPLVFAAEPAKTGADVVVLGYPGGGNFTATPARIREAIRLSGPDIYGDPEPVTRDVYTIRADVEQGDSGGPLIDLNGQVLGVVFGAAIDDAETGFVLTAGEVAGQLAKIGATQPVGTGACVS
Yp Topo-I inh – inhibitors of Yersinia pestis topoisomerase I. Y. pestis Topo-I cleavage product accumulation, plate reader. activity, % at 10 µM. 0.064% of 360,000 active. AID 504884; in the data active = activity above about 50%, passing the limit was not always enough; inconclusive = no clear call, values can overlap the other calls; also: inactives centre near 2
SSB-PriA inh – inhibitors of Klebsiella pneumoniae PriA binding to SSB C-terminal tail. AlphaScreen SSBct-PriA binding, biotinylated peptide. AID 1272365. 0.6% of 430,000 active. inhibition, % at 33 µM; in the data active = inhibition mostly above about 37%, no sharp cut-off; inactive = mostly below about 20%;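 also: plate controls were negative control peptide for no effect and reference peptide for full effect; strong numbers were not always called active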
SARS 3CLpro inh – SARS-CoV 3CLpro protease inhibition. recombinant SARS-CoV 3CLpro, quenched FRET peptide cleavage. inhibition, % at 6 µM. 0.14% of 290,000 active. AID 1706; in the data active = inhibition above about 12%
An asterisk follows results filed as active; i = inactive; ? = inconclusive; . = no result given.

molecule	Yp Topo-I inh	Vc quorum ag	SARS 3CLpro inh	MazF activator	Rv3671c protease	PfHsp40 yeast	VHR inh abs	TcdB GH inh	Anthrax LF prot	SSB-PriA inh
C/C(=N\Nc1ccccc1)c1cccc(N)c1	-3	-1.5	3	-6	.	-0.1	-1	-1.1	-4	.
CC1(C)Cc2ccccc2C(NNC(=O)c2ccc(Br)o2)=N1	-5	i	-5	5	4	-1.0	18	-0.2	-2	-9
NS(=O)(=O)c1ccc(OC(=O)CNC(=O)OCc2ccccc2)cc1	6	-0.4	.	-1	-8	-0.1	.	-0.8	14	-14
CCc1ccc(-c2nc(CSCC(=O)NCCCN3CCCC3=O)c(C)o2)cc1	14	-0.3	4	-4	4	-0.5	13	.	11	-6
CC(C)CC(=O)c1c[nH]c(C(=O)NCCCN2CCOCC2)c1	-1	.	-1	1	-9	-0.4	0	.	-10	-13
CN(C)C(CNC(=O)c1ccc2c(=O)n(-c3ccccc3F)c(=S)[nH]c2c1)Cc1ccccc1 (stereo unspecified)	-7	-1.4	3	2	-1	-0.6	7	0.7	-4	15
O=C(NCCC1CCCCN1S(=O)(=O)c1ccccc1)C(=O)Nc1ccc(F)cc1F (stereo unspecified)	44	-1.7	.	3	-8	0.9	.	-0.4	3	1
COc1ccc2nc(C)cc(SCC(=O)N/N=C/c3ccc(O)cc3O)c2c1	-10	-3.4	2	1	-2	4.2	-2	.	-2	.
COc1cc(OC)cc(C(=O)NCC(=O)OCc2ccc(Cl)c(Cl)c2)c1	23	-7.1	.	3	-6	1.2	.	-0.1	3	-12
COc1ccc(S(=O)(=O)Nc2nnc(C(C)(C)C)s2)cc1	3	-0.5	2	3	-2	0.1	12	-0.7	0	-6
O=[N+]([O-])c1ccc(OCCCOc2cccc3cccnc23)cc1	3	0.1	-2	2	-1	-0.6	14	0.9	.	-4
O=C(C1CCCO1)N1CCN(S(=O)(=O)c2cccc3nsnc23)CC1 (stereo unspecified)	1	i	-5	-2	10	-0.6	22	.	0	-14
COc1ccc(CNC(=O)CCc2nnc3ccc(N4CCC5(CC4)OCCO5)nn23)cc1	6	-0.4	-6	-22	0	-0.4	25	0.0	-1	-20
CC(=O)c1ccccc1NC(=O)C1CC(=O)N(c2ccc3c(c2)OCCO3)C1 (stereo unspecified)	2	i	.	11	-5	0.3	.	0.5	-3	5
Cc1nn(CCO)c2nc(-c3cccs3)cc(C(F)(F)F)c12	-3	-0.2	0	0	-4	1.4	7	0.6	-1	-11
CCOC(=O)C1=C(CC)Nc2ccccc2N/C1=N\S(=O)(=O)c1cccc(C(C)=O)c1	3	-4.2	.	3	-5	0.1	.	0.7	-4	.
CCOC(=O)C1(CC2CCCCO2)CCN(Cc2nccn2-c2ccc(OC)cc2)CC1 (stereo unspecified)	20	i	5	-9	5	0.6	22	-0.5	0	-14
Cc1cc(OCC(=O)N2CCN(c3ccccc3)CC2)c2c(C)cc(=O)oc2c1	-7	i	-2	3	2	-2.0	25	-1.3	-2	-13
CCOc1ccc(-n2c(O)c(C=NCCCn3ccnc3)c(=O)[nH]c2=O)cc1	-5	-0.6	3	-9	-5	-1.1	19	.	-9	-4
O=C(O)c1cc2cc(Cl)ccc2oc1=O	3	i	-3	1	3	0.0	1	.	-2	-2
O=C(COc1ccccc1/C=C1/NC(=O)NC1=O)Nc1ccccc1	-5	i	2	3	-3	-1.3	-7	0.1	0	-9
Nc1cc2c(cc1Cl)-c1ccc([N+](=O)[O-])cc1C2=NO	-39	i	.	-5	.	-0.4	.	1.5	?	-3
C=CCn1c(SCC(=O)NC(=O)NCc2ccco2)nc2sc(CC)cc2c1=O	-3	i	3	8	-11	-0.5	-19	.	-2	-16
CC(=O)CCc1ccc(Oc2nc(-c3cccnc3)nc3ccccc23)cc1	3	-1.4	1	-4	-12	-0.8	18	2.8	-2	0
COc1cccc(CN2CCNC(=O)C2CC(=O)NCCn2cccn2)c1OC (stereo unspecified)	8	.	1	-1	-5	-0.4	21	1.2	0	-12
CCOc1ccc(N=Cc2ccc([N+](=O)[O-])cc2)c(O)c1	-22	i	.	3	.	.	.	-2.5	3	.
Nc1nc(SCC(=O)Nc2cc(Cl)ccc2Cl)n[nH]1	-3	.	.	8	-4	-0.2	.	4.8	4	-8
CCCNC(=O)C1CN(S(=O)(=O)c2ccccc2)CCN1S(=O)(=O)c1ccccc1 (stereo unspecified)	3	i	4	-4	-2	-0.3	-24	.	-3	-2
CCn1c(C)nnc1SCC(=O)Nc1ccc(OC)cc1	-2	-0.7	.	-1	.	.	.	1.6	-3	.
Cc1cccc(N(C(=O)c2csnn2)C(C(=O)NCc2ccccc2)c2cccs2)c1 (stereo unspecified)	5	-0.2	-6	12	-3	-1.6	17	2.0	16	0
COc1ccc(C(=O)Nc2ccc(C(=O)c3ccccc3)cc2)cc1	3	-0.6	.	12	-1	.	.	0.6	?	-6
CC(C)n1c(=NC(=O)c2ccco2)c(C#N)cc2c(=O)n3ccccc3cc21	1	2.8	-6	-4	-4	0.0	27	.	-4	-27
COc1ccccc1C(O)(C(=O)NNc1cccc(C)c1)c1ccccc1OC	7	-0.4	7	-12	-4	2.4	13	3.2	0	7
CCOC(=O)n1c(=O)n(Cc2ccccc2Cl)c2ccccc21	6	i	6	-5	0	0.5	29	.	0	-32
CCc1ccccc1NC(=O)CSc1nnc(CNC(=O)c2ccco2)n1C	-9	i	-6	8	-6	0.5	24	-2.3	3	-17
COc1ccccc1NC(=O)CCC(=O)N1CC(C)Oc2ccc(C)cc21 (stereo unspecified)	10	-0.3	0	6	2	-0.7	37	2.1	2	-6
CC(=O)O/C(=C1\CC2C3CC=C4CC(OC(C)=O)CCC4(C)C3CCC2(C)C1=O)C(F)(F)F (stereo unspecified)	-1	.	.	7	.	8.8	.	1.4	-1	2
Cc1cc(C)cc(OCC(=O)NCc2cc(C)nc3ccccc23)c1	4	0.4	2	5	1	-0.9	9	0.8	0	-8
CCC(=O)N(c1nnc(SCC(=O)NN2C(=O)NC3(CCCCC3)C2=O)s1)C1CC1	6	i	.	9	2	-2.6	.	1.2	-5	2
CC/C(=N\N1CCCCC1)c1c(O)[nH]c(=O)[nH]c1=O	-1	-0.9	-4	2	5	3.5	-8	-0.9	-5	.
COc1cccc(C(NC(C)=O)c2nc(-c3ccncc3)cs2)c1 (stereo unspecified)	-8	0.0	.	.	.	.	.	0.1	0	.
COc1cccc(OC)c1OCC(=O)Nc1ccc(S(=O)(=O)N2CCCC2)cc1	10	2.3	.	7	-1	7.2	.	0.6	.	2
CC1Cc2ccccc2N1C(=O)COC(=O)c1cc(Br)ccc1O (stereo unspecified)	2	1.8	.	1	3	0.1	.	-0.6	-3	-12
O=C1CC(NNc2ccccc2)C(=O)N1c1cccc(Cl)c1 (stereo unspecified)	-2	-1.4	-2	-4	6	-0.1	9	.	2	22
Cc1ccc(-c2n[nH]c(=S)n2C)cc1Cl	-3	-0.4	2	-3	0	0.0	22	2.0	-2	-8
CNC(=O)C(=O)NCC1OCCN1S(=O)(=O)c1ccc([N+](=O)[O-])cc1 (stereo unspecified)	-9	i	4	-10	-11	-0.1	0	.	0	-11
O=C(C[n+]1cc(-c2ccccc2)n2c1CCC2)c1cccs1	-9	-0.2	-1	8	-1	-0.5	13	0.2	3	-10
COc1ccc(S(=O)(=O)N2CCCC(C(=O)NCc3ccco3)C2)cc1Cl (stereo unspecified)	8	i	-5	-3	2	-1.4	-8	.	-4	-13
O=C(c1ccc2c(=O)n(Cc3ccco3)c(=S)[nH]c2c1)N1CCN(Cc2ccccc2)CC1	35	-0.3	-1	-4	-4	0.3	17	.	-2	-6
Cc1nc(N2CCOCC2)nc(N2CCCCC2)c1[N+](=O)[O-]	0	-0.2	-3	1	9	-0.9	-4	.	-2	11

Next section.
molecule	Yp Topo-I inh	Vc quorum ag	SARS 3CLpro inh	MazF activator	Rv3671c protease	PfHsp40 yeast	VHR inh abs	TcdB GH inh	Anthrax LF prot	SSB-PriA inh
COc1ccc(C2CCCN2C(=S)Nc2ccc(C)c(C)c2)cc1OC (stereo unspecified)	-2	-0.3	6	2	-2	-0.8	11	-1.0	-4	-5
CC(C)c1cc(C(=O)NNC(=S)NCc2ccco2)c(O)c(C(C)C)c1	0	1.0	3	5	2	?	0	.	0	10
COc1ccc(CNc2oc(COc3ccc(Cl)cc3)nc2C#N)cc1	34	i	6	-4	-5	21	15	.	-3	1
COc1cccc(C(NC(C)=O)c2nc(-c3ccc(OC)nc3)cs2)c1 (stereo unspecified)	2	-2.5	.	.	.	.	.	1.7	-3	.
O=C(COC(=O)Cc1ccsc1)NCC12CC3CC(CC(C3)C1)C2	5	-0.7	4	-4	4	0.1	16	.	-6	-21
N#Cc1c(NCCCO)nc(-c2ccco2)c2c1CCCC2	1	i	-1	11	-1	-0.9	20	.	0	5
CCN(CC)CCn1c(NS(=O)(=O)c2ccc(C)cc2)nc2ccccc21	0	-0.8	.	6	-7	-0.3	.	-2.3	-4	2
C/C(=N\NC(=S)NC(C)C)c1ccc(Cl)c([N+](=O)[O-])c1	-11	2.2	4	0	4	1.4	-22	1.9	-4	.
CCOC(=O)Cc1cc(-c2ccc(OC)cc2)nc2ccc3ccccc3c12	11	0.6	1	-3	-22	-0.4	-13	.	-2	-14
CNC(=S)Nc1cc(OC)ccc1OC	-1	-0.6	-1	8	-9	-1.1	-8	0.0	-3	4
O=C(CSc1nc2ccccc2c(=O)[nH]1)Nc1nc(-c2ccc(Br)cc2)cs1	4	i	1	-21	-21	-0.8	2	3.1	-9	-1
Cc1noc(C(=O)NCc2ccco2)c1Cl	9	-0.2	8	0	-6	-0.3	30	-4.8	-7	-16
Cc1ccc(-n2c(-c3ccccc3)nnc2-c2cccs2)cc1	-5	-1.0	1	-26	-4	16	14	.	1	2
Cc1ccc(S(=O)(=O)CCc2nnc(NC(=O)C3CCCO3)s2)cc1 (stereo unspecified)	3	-0.1	-1	5	5	-0.4	12	.	2	-3
COc1ccc(CCN(C(=O)c2snc(C(N)=O)c2N)C(C(=O)NCC2CCCO2)c2ccc(F)cc2)cc1OC (stereo unspecified)	9	-2.2	1	-5	.	-0.3	7	-0.1	11	1
CN(Cc1ccccc1F)c1ncnc2sccc12	13	i	-2	2	-2	-0.4	34	1.6	1	-13
COc1ccc(-n2nnnc2SC(C)C(N)=O)cc1 (stereo unspecified)	-6	-5.0	-1	-6	10	2.0	21	0.9	-3	-15
CC1CCCCC1NC(=O)Cn1cnc2c1c(=O)n(C)c(=O)n2C (stereo unspecified)	-4	i	.	5	2	-0.4	.	0.9	0	-6
Cc1ccc2occ(/C=N/NC(=O)c3ccc(O)cc3)c(=O)c2c1	10	-0.3	-2	6	.	-0.1	32	-0.3	-2	i
COC(=O)[C@@H](NC(=O)Nc1ccc(OC)cc1)C(C)C	-6	-0.4	1	5	0	-1.9	4	.	-4	0
O=C(N/N=C1\CCc2ccccc21)c1ccncc1	1	-0.5	-1	-13	6	-1.0	-14	-1.7	1	.

Pulled by structure from the list above (2):
molecule	Yp Topo-I inh	Vc quorum ag	SARS 3CLpro inh	MazF activator	Rv3671c protease	PfHsp40 yeast	VHR inh abs	TcdB GH inh	Anthrax LF prot	SSB-PriA inh
COc1ccc(CCN(C(=O)c2snc(C(N)=O)c2N)C(C(=O)NCC2CCCO2)c2ccc(F)cc2)cc1OC (stereo unspecified)	9	-2.2	1	-5	.	-0.3	7	-0.1	11	1
N#Cc1c(NCCCO)nc(-c2ccco2)c2c1CCCC2	1	i	-1	11	-1	-0.9	20	.	0	5

This is a subset (hit frequency here may not be typical).
